STK33 inh: inhibitors of human STK33 kinase. Q9BYT3. ADP-Glo luminescence, MBP substrate. inhibition, % at 12.5 µM. actives 0.44% (n = 27,000). AID 2322; in the data active = inhibition above about 20%; inconclusive = no clear call, values can overlap the other calls
Target sequence (Q9BYT3 whole entry, looked up): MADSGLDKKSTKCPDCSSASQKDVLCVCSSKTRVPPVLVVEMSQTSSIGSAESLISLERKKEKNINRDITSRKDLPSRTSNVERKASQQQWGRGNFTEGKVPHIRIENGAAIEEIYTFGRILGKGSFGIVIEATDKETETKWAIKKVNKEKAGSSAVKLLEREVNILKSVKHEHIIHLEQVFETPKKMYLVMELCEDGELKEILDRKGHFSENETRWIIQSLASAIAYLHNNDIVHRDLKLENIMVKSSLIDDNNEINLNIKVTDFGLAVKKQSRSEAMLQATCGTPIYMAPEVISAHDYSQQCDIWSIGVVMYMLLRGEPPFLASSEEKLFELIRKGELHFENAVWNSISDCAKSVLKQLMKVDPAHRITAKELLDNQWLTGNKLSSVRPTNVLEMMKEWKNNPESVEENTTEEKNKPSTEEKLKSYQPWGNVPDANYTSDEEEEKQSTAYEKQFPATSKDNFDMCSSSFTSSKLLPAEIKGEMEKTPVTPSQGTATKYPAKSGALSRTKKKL
p53 PUMA act: restores mutant p53 pathway signaling in SW480 cells | AID 624151 | SW480 PUMA-promoter luciferase, p53 mutant reactivation | activation, % at 9.98 µM | actives 1.5% (n = 28,000); in the data active = activation above about 52%; inconclusive = no clear call, values can overlap the other calls
The depositor's hits bear a star; u = inconclusive; x = not tested or not shown. Not all compounds are listed; rates above refer to the full screens.

Structure,STK33 inh,p53 PUMA act
C[C@H]1CN([C@@H](C)CO)C(=O)Cc2cc(NC(=O)Nc3ccc(C(F)(F)F)cc3)ccc2O[C@H]1CN(C)C(=O)NC1CCCCC1,-6.7,-40.3
O=C(CN1C(=O)c2ccccc2S1(=O)=O)Nc1ccc(Cl)c(Cl)c1,0.3,-2.2
O=C(CSc1nc2sc3c(c2c(=O)n1Cc1ccco1)CCC3)N1CCCc2ccccc21,-1.5,-11.6
Cc1noc(C)c1NC(=O)N(C)C[C@@H]1OCCCC[C@H](C)Oc2ccc(NC(=O)CCC(F)(F)F)cc2C(=O)N([C@@H](C)CO)C[C@H]1C,x,-0.1
CC(C)C#Cc1cnc2c(c1)C(=O)N([C@H](C)CO)C[C@H](C)[C@@H](CN(C)S(=O)(=O)c1cn(C)cn1)O2,x,17.3
CCn1c(SCC(=O)O)nnc1-c1ccc(OC)cc1,-0.5,5.2
C[C@H](CO)N1C[C@H](C)[C@@H](CN(C)C(=O)C2CC2)Oc2cc(-c3ccccc3)ccc2S1(=O)=O,x,12.4
Cc1cc(C)c(C#N)c(SCC(O)CS(=O)(=O)c2ccc(C(C)(C)C)cc2)n1 (configuration not stated),-0.1,-1.2
O=c1ccc2cc3ccoc3cc2o1,-1.0,23.9
C[C@@H]1CN([C@H](C)CO)C(=O)c2cc(NC(=O)Cc3cn(C)c4ccccc34)ccc2O[C@H]1CN(C)S(=O)(=O)c1cn(C)cn1,0.3,x
CC(=O)O[C@@H]1CC(=O)OC(C)(C)C2CC(=O)[C@]3(C)C(CC[C@@]4(C)[C@H](c5ccoc5)OC(=O)[C@H]5O[C@]543)[C@]21C (some centres not stated),x,5.6
C[C@@H]1CCCCO[C@@H](CN(C)Cc2ccncc2)[C@@H](C)CN([C@H](C)CO)C(=O)c2cc(NC(=O)C3CCCCC3)ccc2O1,2.0,x
C[C@@H]1CN([C@H](C)CO)C(=O)Cc2cc(NC(=O)Nc3ccc(C(F)(F)F)cc3)ccc2O[C@@H]1CN(C)CC1CCCCC1,0.6,x
CCOC(=O)c1c(NC(=O)c2ccc(C)c(S(=O)(=O)N3CCCCCC3)c2)sc(C)c1C,-1.8,-4.7
CC(=O)c1cccc(NC(=O)C(C)NS(=O)(=O)c2ccc(C)cc2)c1 (configuration not stated),1.5,-4.9
COC(=O)c1ccccc1NC(=O)c1ccc(NC(=O)COc2ccccc2C)cc1,10.0,-18.4
COc1ccc(NC(=O)N(C)C[C@H]2Oc3ccc(NS(=O)(=O)c4ccc(OC)cc4)cc3CC(=O)N([C@@H](C)CO)C[C@H]2C)cc1,-2.3,x
Cc1ccc(C)c(NC(=O)CSc2nc(C)nc3sc(C)c(C)c23)c1,1.4,-2.3
Cc1noc(C)c1S(=O)(=O)N(C)C[C@@H]1Oc2ccc(NC(=O)CCN3CCOCC3)cc2CC(=O)N([C@@H](C)CO)C[C@@H]1C,x,5.5
C[C@H](O)C#Cc1cnc2c(c1)C(=O)N([C@@H](C)CO)C[C@@H](C)[C@@H](CN(C)C(=O)Cc1ccncc1)O2,x,7.0
Cc1noc(C)c1NC(=O)N(C)C[C@@H]1Oc2c(NS(=O)(=O)c3cn(C)cn3)cccc2C(=O)N([C@H](C)CO)C[C@@H]1C,x,5.6
C=C[C@@]12COC(=O)C(=C)[C@@H]1[C@@H](O)[C@H](C(=C)C(=O)OC)[C@@H](O)C2,1.1,6.0
COC(=O)[C@]1(Cc2ccccc2CN=[N+]=[N-])N=C(c2ccc(OCCCO)cc2)O[C@@H]1c1ccccc1CN=[N+]=[N-],u,x
C/C=C/c1ccc2c(c1)O[C@@H](CN(C)C(=O)Cc1ccccn1)[C@@H](C)CN([C@H](C)CO)S2(=O)=O,x,2.8
C[C@H]1CN([C@@H](C)CO)C(=O)c2cc(NC(=O)Cn3cnnn3)ccc2O[C@@H]1CN(C)C(=O)Nc1ccccc1,-3.7,x
C[C@H]1CN([C@@H](C)CO)C(=O)Cc2cc(NC(=O)CCC(F)(F)F)ccc2O[C@H]1CN(C)Cc1ccc(C(=O)O)cc1,-2.7,x
CCOC(=O)c1c(NC(=O)CCN2CCC(C)CC2)sc2c1CC(C)(C)OC2,u,1.6
COc1ccc(S(=O)(=O)N(C)C[C@@H]2Oc3ccc(NC(=O)Cc4cn(C)c5ccccc45)cc3C(=O)N([C@H](C)CO)C[C@@H]2C)cc1,x,1.8
Cc1nn(C)c(C)c1CN(C)C(=O)c1cc2nc(-c3ccc(Cl)cc3)cc(C(F)(F)F)n2n1,0.6,-7.4
COc1ccc(S(=O)(=O)Nc2ccc3c(c2)CC(=O)N([C@@H](C)CO)C[C@H](C)[C@@H](CN(C)C(=O)Nc2ccccc2)O3)cc1,-1.6,x

2 successive compounds from above:
Structure,STK33 inh,p53 PUMA act
Cc1nn(C)c(C)c1CN(C)C(=O)c1cc2nc(-c3ccc(Cl)cc3)cc(C(F)(F)F)n2n1,0.6,-7.4
COc1ccc(S(=O)(=O)Nc2ccc3c(c2)CC(=O)N([C@@H](C)CO)C[C@H](C)[C@@H](CN(C)C(=O)Nc2ccccc2)O3)cc1,-1.6,x

(next part)
Structure,STK33 inh,p53 PUMA act
Cc1noc(C)c1NC(=O)Nc1ccc2c(c1)CC(=O)N([C@H](C)CO)C[C@@H](C)[C@@H](CN(C)S(=O)(=O)c1ccc(Cl)cc1)O2,-3.5,x
O=C(CN1C(=O)c2ccccc2S1(=O)=O)Nc1ccccc1Cl,-1.1,-8.0
COc1ccc(S(=O)(=O)Nc2ccc3c(c2)CC(=O)N([C@H](C)CO)C[C@@H](C)[C@@H](CN(C)C(=O)Nc2cccc4ccccc24)O3)cc1,-1.5,x
COc1ccc(Cl)cc1NC(=O)CSc1n[nH]c(-c2ccccc2C)n1,1.0,-6.6
Cn1nnc(NC(=O)COc2ccc(Cl)cc2Cl)n1,-3.9,70.8*
COc1ccc([C@@H]2C=C(C(=O)N3CCCCC3)O[C@H](OCc3ccc(CO)cc3)C2)cc1,-0.4,x
OCCSc1nnc(-c2ccccc2O)n1-c1ccccc1,0.5,11.7
CC(C)NC(=O)Nc1ccc2c(c1)CC(=O)N([C@H](C)CO)C[C@@H](C)[C@H](CN(C)Cc1ccc(Oc3ccccc3)cc1)O2,-1.0,x
COC(=O)c1sc(=S)sc1C(=O)OC,-4.0,x
CCC(=O)OCC(=O)[C@@]1(OC(=O)CC)[C@H](C)CC2C3C([C@@H](O)C[C@@]21C)[C@@]1(C)C=CC(=O)C=C1C[C@H]3Cl (some centres not stated),-0.3,x
CCOC(=O)c1c(NC(=O)CSc2nc3ccccc3[nH]2)sc(C)c1C,-1.7,-75.3
NCCCCCCNS(=O)(=O)c1ccc2c(Cl)cccc2c1,x,-0.1
O=C(CSc1n[nH]c(-c2ccccc2Cl)n1)Nc1ccccc1F,1.0,45.6
C[C@@H]1CN([C@@H](C)CO)C(=O)c2cccc(NS(=O)(=O)c3cn(C)cn3)c2O[C@@H]1CN(C)Cc1ccc2c(c1)OCO2,x,3.2
Cc1noc(C)c1S(=O)(=O)Nc1ccc2c(c1)CC(=O)N([C@H](C)CO)C[C@H](C)[C@@H](CN(C)C(=O)Nc1ccc(C(F)(F)F)cc1)O2,x,17.2
COc1ccccc1NC(=O)CNC(=O)c1ccccc1,3.1,u
NC(=O)c1c(NC(=O)c2cnn3c(C(F)F)cc(-c4ccccc4)nc23)sc2c1CCCC2,-0.8,-57.0
CCOc1cc(C)c(C(C)C)cc1S(=O)(=O)NC1CC(C)(C)NC(C)(C)C1,-3.6,3.4
COC(=O)C1=CO[C@@H](O[C@@H]2O[C@H](CO)[C@@H](O)[C@H](O)[C@H]2O)[C@@H]2[C@@H](C)[C@@H](O)[C@@H](OC(=O)/C=C/c3ccc(O)c(O)c3)[C@H]12,4.0,2.2
CC(C)C[C@](CC(=O)OCc1ccc(O[C@@H]2O[C@H](CO)[C@@H](O)[C@H](O)[C@H]2O)cc1)(O[C@@H]1O[C@H](CO)[C@@H](O)[C@H](O)[C@H]1O)C(=O)OCc1ccc(O[C@@H]2O[C@H](CO)[C@@H](O)[C@H](O)[C@H]2O)cc1,-0.9,x
COc1ccc(N(CC(=O)Nc2cc(C)ccc2OC)S(C)(=O)=O)cc1Cl,-2.3,6.7
Cc1nnc(SCC(=O)Nc2ccccc2C(F)(F)F)n1-c1ccc(Cl)cc1,-0.3,-9.8
Cc1noc(C)c1NC(=O)Nc1cccc2c1O[C@@H](CN(C)Cc1ccc(C(=O)O)cc1)[C@@H](C)CN([C@H](C)CO)C2=O,x,0.0
COc1ccc(S(=O)(=O)Nc2ccc3c(c2)C(=O)N([C@@H](C)CO)C[C@H](C)[C@H](CN(C)S(=O)(=O)c2cn(C)cn2)O3)cc1,-0.9,x
C[C@H](CO)N1C[C@H](C)[C@H](CN(C)S(=O)(=O)c2ccc(F)cc2)Oc2ccc(NC(=O)C3CC3)cc2CC1=O,4.2,x
CC1CCc2c(sc3ncnc(NCc4ccco4)c23)C1 (configuration not stated),1.9,4.7
CCc1cc(Cl)c(OC)c(C(=O)NC[C@@H]2CCCN2CC)c1O,1.9,x
C[C@H]1CN([C@@H](C)CO)C(=O)Cc2cc(NC(=O)Nc3ccccc3)ccc2O[C@H]1CN(C)Cc1ccncc1,1.1,6.0
C[C@H](CO)N1C[C@H](C)[C@H](CN(C)C(=O)Nc2ccc3c(c2)OCO3)Oc2ccc(NS(=O)(=O)c3cn(C)cn3)cc2C1=O,x,2.0
Cc1ccc(S(=O)(=O)Nc2ccc3c(c2)CC(=O)N([C@H](C)CO)C[C@@H](C)[C@@H](CN(C)S(C)(=O)=O)O3)cc1,1.7,x

Other records.
Structure,STK33 inh,p53 PUMA act
Cc1ccc(OCC(=O)Nc2cc(C(F)(F)F)ccc2N2CCOCC2)c(C)c1,4.7,-12.3
N#Cc1c(NC(=O)CSc2ncn(-c3ccccc3)n2)sc2c1CCCC2,-2.8,0.9
C[C@H](CO)N1C[C@H](C)[C@H](CN(C)C(=O)NC2CCCCC2)Oc2ccc(N(C)C)cc2C1=O,x,0.9
C[C@@H]1CN([C@@H](C)CO)C(=O)c2cc(C3=CCCCC3)cnc2O[C@@H]1CN(C)Cc1ccccn1,x,0.1
C[C@@H]1CN([C@@H](C)CO)C(=O)Cc2cc(NC(=O)Nc3cccc4ccccc34)ccc2O[C@@H]1CN(C)Cc1ccc2c(c1)OCO2,2.2,x
O=C(CSc1nc2ccccc2[nH]1)Nc1ccccc1-c1ccccc1,4.6,-9.0
C[C@H](CO)N1C[C@H](C)[C@H](CN(C)Cc2ccccn2)Oc2ncc(C#Cc3cccc(F)c3)cc2C1=O,x,1.7
O=C1CCC(=O)N1Nc1nc2ccccc2c2nc(-c3ccccc3)nn12,x,-4.6
C[C@H](CO)N1C[C@H](C)[C@@H](CN(C)Cc2ccccc2)Oc2ccc(NC(=O)CCN3CCOCC3)cc2C1=O,-0.7,x
COc1cc(NC(=O)COc2ccc(C(C)(C)C)cc2Br)c(OC)cc1Cl,0.3,21.3
CC(O)CC(=O)c1cc(O)ccc1O (configuration not stated),2.1,x
COc1cc2c(cc1NC(=S)NCCc1ccc(OC)c(OC)c1)oc1ccccc12,1.7,-6.2
C=CC[C@H](OC(=O)Nc1ccc(SC)cc1)c1ccc(OCCO)cc1,0.1,x
CC(=O)c1ccc(-n2c(CCC(=O)O)ccc2-c2ccc(F)cc2)cc1,4.4,1.5
C[C@@H]1CCCCO[C@@H](CN(C)C(=O)CCCN(C)C)[C@H](C)CN([C@@H](C)CO)C(=O)c2cc(N(C)C)ccc2O1,x,4.8
C[C@H]1CN([C@@H](C)CO)C(=O)Cc2cc(NC(=O)Nc3ccc(F)cc3)ccc2O[C@H]1CN(C)Cc1ccc(Oc2ccccc2)cc1,3.6,x
C[C@H](CO)N1C[C@H](C)[C@H](CN(C)C(=O)NC2CCCCC2)Oc2ccc(NC(=O)Nc3ccc(F)cc3)cc2C1=O,-0.5,0.6
C[C@@H]1CCCCO[C@H](CN(C)C)[C@H](C)CN([C@@H](C)CO)C(=O)c2cc(NC(=O)c3ccccc3)ccc2O1,x,10.0
O=C1CC(C(=O)Nc2cccc(C(=O)O)c2)C(c2ccccc2)O1 (configuration not stated),-1.9,6.2
Clc1ccc(COc2ccccc2CNc2ncn[nH]2)c(Cl)c1,0.8,-11.4
C[C@@H]1CN([C@@H](C)CO)C(=O)c2cccc(NC(=O)c3ccc(-c4nccs4)cc3)c2O[C@H]1CN(C)S(=O)(=O)c1cccs1,x,0.4
C[C@@H]1CN([C@H](C)CO)C(=O)Cc2cc(NC(=O)NC3CCCCC3)ccc2O[C@@H]1CN(C)S(=O)(=O)c1cn(C)cn1,-1.6,7.3
COC(=O)c1cc(O)cc(OC)c1Oc1cc(C)cc(O)c1C(=O)O,-4.4,-20.3
C[C@@H]1CCCCO[C@H](CN(C)C(=O)Cc2ccccc2)[C@H](C)CN([C@@H](C)CO)C(=O)c2cc(NS(C)(=O)=O)ccc2O1,x,-0.8
COc1cc2nc(CCN3C(=O)c4ccccc4C3=O)oc(=O)c2cc1OC,-0.9,-19.4
O=C(NCCCn1ccnc1)c1ccccc1I,-5.9,7.3

In the list so far, these contain a tert-butyl group:
Structure,STK33 inh,p53 PUMA act
Cc1cc(C)c(C#N)c(SCC(O)CS(=O)(=O)c2ccc(C(C)(C)C)cc2)n1 (configuration not stated),-0.1,-1.2
COc1cc(NC(=O)COc2ccc(C(C)(C)C)cc2Br)c(OC)cc1Cl,0.3,21.3
